Source: PubChem
GSH bead fluor = GSH bead compound fluorescence profile; GSH beads flow cytometry, compound fluorescence 488/530 nm; hits give high values; fluorescence (KMESF) at 10 µM; actives 0.25% (n = 190,000); in the data active = fluorescence above about 89;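 note: glutathione beads carrying GST-tagged Bcl family fusion proteins plus one bare bead set; values are compound well signal with DMSO vehicle wells as background; inactives centre near 16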
RGS4-Gao reg = modulates binding of RGS4 to human Galphao; actives 0.33% (n = 220,000); Multiplexed bead flow cytometry; actives lie on both sides; binding response (% of control), % at 10 µM; AID 1415; in the data active = binding response below about 49% or above about 150%; inactive = in between;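 note: fluorescent Galphao activated with aluminum fluoride binding bead-coupled RGS4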
Mcl-1 Bim block = human Bim-Mcl-1 interaction inhibition; Q07820; Bead-based flow cytometry, Bim peptide-Mcl-1 binding; inhibition, % at 10 µM; actives 0.1% (n = 190,000); AID 1009;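 note: 0% = no compound tracer wells and 100% = peptide blocker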
Target sequence (Q07820 whole entry, looked up): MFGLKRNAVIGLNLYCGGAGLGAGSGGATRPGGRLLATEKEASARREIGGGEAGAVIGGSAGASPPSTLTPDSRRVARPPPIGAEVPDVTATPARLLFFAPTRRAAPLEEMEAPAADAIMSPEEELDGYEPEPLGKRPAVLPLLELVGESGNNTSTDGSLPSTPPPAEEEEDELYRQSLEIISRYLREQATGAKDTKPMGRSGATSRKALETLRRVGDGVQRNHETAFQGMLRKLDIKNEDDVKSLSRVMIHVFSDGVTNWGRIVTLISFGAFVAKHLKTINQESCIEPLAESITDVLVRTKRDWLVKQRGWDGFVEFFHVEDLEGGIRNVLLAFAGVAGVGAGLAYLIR
RGS8-Gao = human RGS8-Galphao interaction regulation; actives 0.34% (n = 220,000); multiplexed bead flow cytometry, RGS8-Galphao binding; actives lie on both sides; response (percent of control binding), % at 10 µM; P09471; in the data active = response below about 60% or above about 140%; inactive = in between;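 note: Galphao activated as the GDP aluminium fluoride complex binding bead-coupled RGS8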
Bcl-2 Bim block = inhibitors of Bim-Bcl-2 interaction, human | P10415 | inhibition, % at 10 µM | AID 950 | Bead-based flow cytometry, Bim peptide-Bcl-2 binding | actives 0.06% (n = 190,000); in the data active = inhibition above about 40%; inconclusive = no clear call, values can overlap the other calls;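 note: 0% = no compound wells with probe peptide and 100% = reference peptide inhibitor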
Target sequence (P10415 whole entry, looked up): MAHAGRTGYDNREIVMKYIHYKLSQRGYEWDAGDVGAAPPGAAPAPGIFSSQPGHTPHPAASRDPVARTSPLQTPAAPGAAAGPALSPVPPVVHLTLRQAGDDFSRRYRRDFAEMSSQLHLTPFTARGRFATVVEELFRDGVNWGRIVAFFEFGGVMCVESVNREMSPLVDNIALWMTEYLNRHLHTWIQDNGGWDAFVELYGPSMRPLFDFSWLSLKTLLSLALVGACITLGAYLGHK
RGS7-Gao = modulates binding of RGS7 to human Galphao | actives 0.35% (n = 220,000) | AID 1439 | binding response (% of control), % at 10 µM | P09471 | Multiplexed bead flow cytometry; actives lie on both sides; in the data active = binding response below about 49% or above about 150%; inconclusive = no clear call, values can overlap the other calls; inactive = in between;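 note: fluorescent Galphao held in activated GDP-AlF4 state binding bead-coupled RGS7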
Bcl-W Bim block = inhibitors of Bim-Bcl-W interaction, human. AID 952. bead-based flow cytometry, Bim peptide-Bcl-W binding. actives 0.02% (n = 190,000). Q92843. inhibition, % at 10 µM;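 note: 0% = bound tracer without compound and 100% = peptide blocker; higher means less fluorescent Bim peptide bound to Bcl-W beads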
Target sequence (Q92843 whole entry, looked up): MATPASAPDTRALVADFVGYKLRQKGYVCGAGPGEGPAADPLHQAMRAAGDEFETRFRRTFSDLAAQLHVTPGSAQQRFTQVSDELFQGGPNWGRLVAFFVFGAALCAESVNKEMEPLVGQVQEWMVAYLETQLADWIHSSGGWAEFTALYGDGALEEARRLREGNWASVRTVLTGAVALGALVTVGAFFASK
Bfl-1 Bim block = disrupts Bim binding to human Bfl-1 | Bead-based flow cytometry, Bim-Bfl-1 binding inhibition | inhibition, % at 10 µM | actives 0.12% (n = 190,000) | AID 1008;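 note: 0% = wells without compound plus tracer and 100% = blocker peptide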
Mcl1-Bid inh = disrupts binding of human Mcl-1 to Bid peptide; Q07820; TR-FRET Mcl-1/Bid-Dy647 peptide binding, 1536-well; inhibition, % at 21.7 µM; actives 0.97% (n = 220,000); AID 1021;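 active = compounds that cut the binding signal by more than half at the single screening dose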;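 note: His-tagged Mcl-1 with europium anti-His antibody binding Bid BH3 peptide; 0% = Mcl-1 plus peptide wells and 100% = peptide-only wells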
Bim-Bcl-XL = inhibitors of Bim-Bcl-XL interaction, human. actives 0.04% (n = 190,000). Q07817. AID 1007. Bim peptide-Bcl-XL binding, bead flow cytometry, fluorescence. inhibition, % at 10 µM
Target sequence (Q07817 whole entry, looked up): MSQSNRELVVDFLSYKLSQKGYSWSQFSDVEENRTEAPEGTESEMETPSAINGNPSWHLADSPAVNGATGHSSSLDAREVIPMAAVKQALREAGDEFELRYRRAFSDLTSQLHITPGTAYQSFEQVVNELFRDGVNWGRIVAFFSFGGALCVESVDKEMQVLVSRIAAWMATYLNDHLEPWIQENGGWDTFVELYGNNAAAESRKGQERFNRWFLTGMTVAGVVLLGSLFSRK
Bcl-B Bim block = human Bim-Bcl-B interaction inhibition. Q9HD36. bead-based flow cytometry, Bim peptide-Bcl-B binding. inhibition, % at 10 µM. actives 0.073% (n = 190,000);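 note: 0% = tracer peptide without compound and 100% = reference inhibitor peptide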
* = called active by the depositor; ? = inconclusive. Cut-off read from the data, not from the text of the source, unless noted: active = inhibition above about 40%.

SMILES	GSH bead fluor	RGS4-Gao reg	Mcl-1 Bim block	RGS8-Gao	Bcl-2 Bim block	RGS7-Gao	Bcl-W Bim block	Bfl-1 Bim block	Mcl1-Bid inh	Bim-Bcl-XL	Bcl-B Bim block
COc1ccc(/C=C2\SC(=S)N(CCC(=O)NC3=NCCS3)C2=O)cc1OC	10	102	0	103	-9	102	-4	-2	22	-5	-9
CCOC(=O)N/N=C/c1ccc(N2CCOCC2)s1	19	99	-11	102	-14	104	-8	-10	-93	-7	-7
CN(C)C(=O)COc1ccc(Br)cc1	12	93	-4	97	-5	92	-4	-1	-23	-8	-4
Cc1ccc(CNC(=O)c2ccc(N3CCc4ccccc43)c([N+](=O)[O-])c2)cc1	9	100	5	108	3	104	8	1	-4	8	9
COCC(=O)N(C)c1nnc(-c2ccc([N+](=O)[O-])cc2)s1	6	102	2	101	3	106	2	1	-12	3	4
O=C(CNC(=O)C1CCCCC1)Nc1ccc(F)c(Cl)c1	12	105	-3	102	0	?	-1	-8	-26	-3	-3
COc1ccc(C(=O)N2CCN(c3nc4cc(C)ccc4cc3C#N)CC2)c(OC)c1	27	93	0	100	-1	96	0	-1	-20	-2	-3
O=C(CN(C(=O)Cn1nnc(-c2cccs2)n1)c1ccc2c(c1)OCCO2)NCC1CCCO1 (configuration not stated)	45	99	-2	98	-7	96	5	-10	-6	4	-8
Cc1sc2nc(C3CC3)nc(NCCNS(=O)(=O)c3ccccc3)c2c1C	14	99	-3	101	0	100	-5	0	-8	-7	-9
CCCCOC(=O)Nc1nnc(Cc2ccc(Cl)cc2)s1	22	98	0	102	-1	101	-1	-3	-17	-2	-4
Cc1cnc(C(=O)OCC(=O)N2c3ccccc3NC(=O)C2(C)C)cn1	23	98	-1	97	-4	99	0	-13	-33	-3	-4
CNC(=O)NC(=O)CSc1ccc(NC(C)=O)cc1	27	101	-2	102	-11	102	-2	-16	-12	-8	-11
CCOc1ccc(NC(=S)Nc2ccc(OCC)cc2)cc1	14	101	-3	104	-4	101	-3	-9	-63	-5	-8
NC(=O)C[C@H]1NC(=O)[C@H](CCC(=O)O)NC(=O)c2cc([N+](=O)[O-])cc(I)c2NCCC[C@@H](C(N)=O)NC1=O	18	103	0	104	1	100	-3	0	0	0	-2
CCOC(=O)c1ccc(NC(=O)C(CC)(CC)C(=O)OCC)cc1	8	65	0	87	2	80	0	-1	-17	-3	0
COc1ccc2nc(SCC(=O)Nc3ccc4c(c3)OCCO4)[nH]c2c1	14	94	0	98	-1	94	0	0	-77	0	1
CNC(=O)c1ccc(OCc2ccccc2)c(OC)c1	32	102	-5	102	-8	105	-1	-11	-19	-11	-7
COc1ccc(N2CCN(c3cc(=O)n(Cc4ccc(F)cc4)c(=O)[nH]3)CC2)cc1	19	98	2	98	-3	101	5	-9	-26	-2	-4
CN(C)c1ccc(/C=N/NC(N)=S)cc1[N+](=O)[O-]	8	111	-2	110	-3	112	-2	-7	-33	-3	-9
CCCn1c(SCC(=O)NC2CCCCC2)nnc1-c1ccncc1	10	143	-1	117	-1	127	1	0	-9	-2	-1
Cc1ccc(NCc2nnc(SCC(=O)Nc3cccc(O)c3)n2CC2CCCO2)c(C)c1 (configuration not stated)	19	103	0	103	-10	103	2	-12	-9	0	-5
CN(CCCCCNC(=O)/C=N/O)Cc1ccccc1	11	101	-4	103	-8	106	-6	-5	-26	-7	-6
COc1ccc(OC)c(-c2nnc(SCC(=O)N3CCOCC3)o2)c1	20	103	0	99	-13	104	0	-25	-20	-8	-7
CC(=O)c1ccc(NC(=O)c2cc3nc4c(c(C(F)(F)F)n3n2)CCCC4)cc1	34	101	-2	102	-10	95	0	-9	0	-13	-11
CC(C)N(Cc1cn(C)nc1-c1cccc(Cl)c1)Cc1nccn1C	12	94	0	93	-8	91	-3	-4	-39	-6	0
COc1cccc(NC(=O)c2cc(CN3C(=O)c4ccccc4C3=O)ccc2OC)c1	4	105	0	80	0	94	0	0	-6	-1	-2
COC(=O)c1ccn(C(=O)c2ccc(Cl)cc2)n1	18	103	0	102	-1	98	-1	0	-6	-3	1
COc1ccc(S(=O)(=O)N2CCC(C(=O)N3CCc4ccccc4C3)CC2)cc1	15	103	0	102	-3	102	0	0	-10	-2	-2
CCOC(=O)c1[nH]c2ccccc2c1NC(=O)CCN1CC(C)OC(C)C1 (configuration not stated)	37	99	-3	100	-7	97	2	-19	-9	-7	-8
COCc1[nH][nH]c(=O)c1/C=N/N1CCOCC1	8	105	1	103	5	?	0	6	20	0	6

The closing 4 records of the section above lead into the next:
SMILES	GSH bead fluor	RGS4-Gao reg	Mcl-1 Bim block	RGS8-Gao	Bcl-2 Bim block	RGS7-Gao	Bcl-W Bim block	Bfl-1 Bim block	Mcl1-Bid inh	Bim-Bcl-XL	Bcl-B Bim block
COC(=O)c1ccn(C(=O)c2ccc(Cl)cc2)n1	18	103	0	102	-1	98	-1	0	-6	-3	1
COc1ccc(S(=O)(=O)N2CCC(C(=O)N3CCc4ccccc4C3)CC2)cc1	15	103	0	102	-3	102	0	0	-10	-2	-2
CCOC(=O)c1[nH]c2ccccc2c1NC(=O)CCN1CC(C)OC(C)C1 (configuration not stated)	37	99	-3	100	-7	97	2	-19	-9	-7	-8
COCc1[nH][nH]c(=O)c1/C=N/N1CCOCC1	8	105	1	103	5	?	0	6	20	0	6
CCC(C)C(=O)Nc1cccc(SC)c1 (configuration not stated)	12	108	0	104	-3	108	0	-2	-20	-1	-1
O=C(C1=C[C@@H](c2ccccc2)C[C@@H](OCCCCO)O1)N1CCOCC1	17	98	0	100	-1	92	0	1	-10	0	-1
CCOC(=O)N1CCC(N2Cc3cccc(C(=O)NCc4ccccc4OC)c3C2=O)CC1	26	93	-7	103	-1	91	-1	0	-2	-2	-6
CCOC(=O)c1cc2c(=O)n3ccccc3nc2n(C(C)C)c1=NC(=O)c1ccncc1	13	91	-1	82	-1	92	0	2	-36	-2	-3
Cc1ccc(SCCC(=O)N2CCCC2)cc1	40	91	3	95	2	94	2	0	-11	-8	2
CC(C(=O)Nc1ccc(OCc2ccccc2)cc1)N1CCCC1 (configuration not stated)	26	99	0	99	-2	?	1	-5	-22	-2	-4
COc1ccc(C(=O)Nc2cc3c(cc2OC)CCCC3)cc1Br	23	98	-6	102	-11	100	-2	-21	-33	-11	-9
O=C(Nc1cccc(Cl)c1)c1ccc2c(=O)n3c(nc2c1)CCCCC3	20	97	-5	99	-12	97	-3	-19	-3	-9	-7
COc1ccc(-n2nc([N+](=O)[O-])c(=NCCc3cccc(C)c3)n2O)cc1	10	104	-2	96	-2	108	-3	-4	-3	-4	-5
c1ccc(CNc2nc(NCc3ccco3)nc(N3CCOCC3)n2)cc1	14	99	-3	98	-3	93	-4	-4	-5	-3	0
CCn1cc(C(=O)OCC(=O)Nc2ccc(C(C)C)cc2)c(=O)c2ccc(C)nc21	24	103	3	101	5	102	3	-1	3	0	-6
O=C(NS(=O)(=O)c1ccc(NC(=O)C2CCCO2)cc1)c1ccccc1 (configuration not stated)	22	98	-3	100	-8	99	-4	-20	22	-11	-10
O=C1c2ccccc2C(=O)N1CCc1nc(-c2cccnc2)no1	17	102	-2	105	-4	97	-5	-1	-3	0	-3
CC1/C(=N/O)CC(c2ccccc2)NC1c1ccccc1 (configuration not stated)	17	105	-6	116	-4	106	0	-4	-4	-3	0
OCCC1CN(Cc2cccn2-c2ccccn2)CCN1C1CCCCC1 (configuration not stated)	17	98	2	93	-6	92	-2	-5	-52	0	-4
O=C(CSc1nnc(NC(=O)c2ccco2)s1)NCc1ccc2c(c1)OCO2	24	101	-2	103	-1	98	-1	-8	-16	-5	-5
O=C(Cn1cc(C(=O)C2CC2)c2ccccc21)NC1CCCC1	13	100	-3	99	-1	100	-1	0	-6	-5	-2
CC1CC2=C(NC(=S)NC2c2cccc(F)c2)/C(=C/c2cccc(F)c2)C1 (configuration not stated)	18	93	-4	91	0	96	-6	19	-64	-6	-41
COc1ccc(-c2ccc(SCC(=O)c3cccs3)nn2)cc1OC	21	102	0	101	-1	99	0	-5	-32	-4	-3
NNC(=O)/C(=C/c1cccs1)NC(=O)c1ccccc1Cl	25	98	0	101	3	99	2	-4	-28	0	-1
S=c1[nH]nc(-c2ccco2)n1/N=C/c1cccc(Cl)c1Cl	12	102	-8	102	-1	106	-3	0	-46	-4	-32
CCOC(=O)c1c(C)n(-c2ccc(C)cc2)c2ccc(OCC(O)CNCC3CCCO3)cc12 (configuration not stated)	12	100	0	101	3	103	0	-5	24	-2	-3
O=C1CN(C(=O)c2ccco2)C(c2ccccc2)c2cc(Cl)ccc2N1 (configuration not stated)	20	101	-2	101	-10	98	1	-16	-7	0	-3
CCCn1c(CN2CCN(C(=O)c3ccco3)CC2)nc2c1c(=O)n(C)c(=O)n2C	13	98	3	100	-1	100	1	0	-22	-4	-6
Cc1ccc(NC(=S)NCc2ccccc2Cl)c(C)c1	13	111	0	104	2	112	-4	-7	-14	-3	-4
CCCOC(=O)CCn1c(=S)oc2ccccc21	29	98	4	97	-3	98	3	-10	-30	-4	-2
COC(=O)c1c(NC(=O)CN2CCN(C(=O)c3ccco3)CC2)c2c(C)cccc2n1C	22	104	0	114	-2	110	9	1	-20	2	0
CCN(CC(=O)Nc1sc2c(c1C#N)CCC(C)C2)CC(=O)NC1CCS(=O)(=O)C1 (configuration not stated)	19	97	1	100	-4	95	2	-3	-12	0	0
COC(=O)c1ccc(N2CCN(C)CC2)c(NC(=O)COc2ccc(OC)cc2)c1	59	103	0	99	-7	96	0	-10	-31	2	-6
COc1cc2ncnc(NCc3ccc(Cl)cc3)c2cc1OC	20	95	0	97	-1	86	3	-5	-5	0	-3
CCCCN(CC)CCNC(=O)CNC(=O)Cn1ccc2ccccc2c1=O	21	102	1	100	7	104	0	-3	-25	0	-4
COc1ccc(NC2=NC(=S)N(c3ccc(C)cc3)C23CCCCC3)cc1	13	106	-2	101	-3	103	0	-3	-31	-3	-2
COc1ccccc1OCCn1c(C(C)O)nc2ccccc21 (configuration not stated)	17	102	-1	101	-3	102	-3	-1	-1	-1	0
O=C(NC1CCCC1)C1CCCN1C(=O)Nc1ccc(Cl)cc1 (configuration not stated)	35	101	0	101	-8	99	0	-12	-14	-1	-8
O=C(O)CCC(=O)Nc1ccc(Sc2ccc([N+](=O)[O-])cc2)cc1	7	101	-3	107	0	104	2	1	-29	0	0
Cc1cc(C(=O)Cn2nc(C(=O)O)c3ccccc3c2=O)c(C)n1-c1ccccc1	6	100	1	100	-1	102	0	-1	-45	-3	1
C(#Cc1ccccc1)C[N+]1(CC#Cc2ccccc2)CCCC1	10	107	-4	104	0	108	-5	6	0	-7	-4
O=C(CCS(=O)(=O)c1ccc(Br)s1)Nc1ccccc1Br	8	106	-2	109	0	103	-2	-9	-11	-4	-5

Compound profiles, as listed above:
`COc1ccc(NC2=NC(=S)N(c3ccc(C)cc3)C23CCCCC3)cc1` in the list: GSH bead fluor = 13; RGS4-Gao reg = 106; Mcl-1 Bim block = -2; RGS8-Gao = 101; Bcl-2 Bim block = -3; RGS7-Gao = 103; Bcl-W Bim block = 0; Bfl-1 Bim block = -3; Mcl1-Bid inh = -31; Bim-Bcl-XL = -3; Bcl-B Bim block = -2
`O=C(O)CCC(=O)Nc1ccc(Sc2ccc([N+](=O)[O-])cc2)cc1` in the list: GSH bead fluor = 7; RGS4-Gao reg = 101; Mcl-1 Bim block = -3; RGS8-Gao = 107; Bcl-2 Bim block = 0; RGS7-Gao = 104; Bcl-W Bim block = 2; Bfl-1 Bim block = 1; Mcl1-Bid inh = -29; Bim-Bcl-XL = 0; Bcl-B Bim block = 0
